Screening results from PubChem.
APOBEC3A inh = inhibitors of human APOBEC3A DNA deaminase; 0.41% of 330,000 active; recombinant A3A, FAM/TAMRA ssDNA deamination fluorescence; inhibition, % at 20 µM;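 active means at least 40% inhibition at 20 µM here, with at most 30% in a related deaminase screen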;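 further: plate controls were A3A with DMSO for no effect and wells lacking A3A enzyme for full effect; some results filed as inactive read as strong as hits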
APOBEC3G inh = blocks human APOBEC3G single-stranded DNA deamination | Q9HC16 | recombinant A3G, ssDNA deamination FAM/TAMRA fluorescence | inhibition, % at 20 µM | 0.28% of 330,000 active | AID 493012;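 active means inhibition of at least 40% at 20 µM, with no more than 30% in the related APOBEC3A deaminase screen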;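 further: plate controls were DMSO wells with A3G for no effect and wells lacking A3G enzyme for full effect; some compounds called inactive have numbers as strong as hits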
mIAP inh = mouse IAP inhibition; inhibition, % at 10 µM; purified mouse IAP, CDP-Star luminescence, 30 min; AID 2806; 0.2% of 330,000 active;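 active means inhibition of at least 40% at 10 µM in the primary screen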;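 further: plate controls were DMSO with enzyme for no effect and no enzyme wells for full effect; values of inactives mirror those of a sister screen read the other way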
ATG4B inh = blocks human ATG4B protease cleavage of LC3 substrate; 0.51% of 340,000 active; Q9Y4P1; inhibition, % at 8.33 µM; ATG4B cleavage of LC3-PLA2, NBD-HPC fluorescence, 1 h; AID 504462; in the data active means inhibition above about 40%
Target sequence (Q9Y4P1 whole entry, looked up): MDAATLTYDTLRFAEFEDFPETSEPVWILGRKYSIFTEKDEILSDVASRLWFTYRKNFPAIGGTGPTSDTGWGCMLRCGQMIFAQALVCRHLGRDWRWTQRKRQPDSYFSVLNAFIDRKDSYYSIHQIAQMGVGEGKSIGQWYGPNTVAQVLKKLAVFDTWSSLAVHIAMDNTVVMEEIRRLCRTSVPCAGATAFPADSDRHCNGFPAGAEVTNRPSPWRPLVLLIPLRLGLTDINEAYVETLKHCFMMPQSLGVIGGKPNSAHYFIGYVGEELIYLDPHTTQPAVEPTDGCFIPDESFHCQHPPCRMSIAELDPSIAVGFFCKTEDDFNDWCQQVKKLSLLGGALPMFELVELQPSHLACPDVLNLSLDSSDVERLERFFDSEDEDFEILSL
MPTP block = blocks calcium-induced mitochondrial swelling | inhibition, % at 10 µM | AID 602449 | isolated mouse mitochondria, Ca2+ swelling absorbance, 30 min | 1.4% of 360,000 active;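 active means inhibition of 50% or more, scaled per plate between neutral and stimulator controls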;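 further: 0% = DMSO wells given calcium and 100% = 1 mM EGTA wells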
hIAP inh = blocks human intestinal alkaline phosphatase; purified IAP, CDP-Star luminescence, 30 min; inhibition, % at 10 µM; 0.12% of 330,000 active;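 active means inhibition reaching a set limit with compound at 10 µM in the primary screen, cut at about 35% in these data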;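 further: plate controls were DMSO wells with enzyme for no effect and no-enzyme buffer wells for full effect; values of inactives mirror those of a sister screen read the other way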
Target sequence (P09923 whole entry, looked up): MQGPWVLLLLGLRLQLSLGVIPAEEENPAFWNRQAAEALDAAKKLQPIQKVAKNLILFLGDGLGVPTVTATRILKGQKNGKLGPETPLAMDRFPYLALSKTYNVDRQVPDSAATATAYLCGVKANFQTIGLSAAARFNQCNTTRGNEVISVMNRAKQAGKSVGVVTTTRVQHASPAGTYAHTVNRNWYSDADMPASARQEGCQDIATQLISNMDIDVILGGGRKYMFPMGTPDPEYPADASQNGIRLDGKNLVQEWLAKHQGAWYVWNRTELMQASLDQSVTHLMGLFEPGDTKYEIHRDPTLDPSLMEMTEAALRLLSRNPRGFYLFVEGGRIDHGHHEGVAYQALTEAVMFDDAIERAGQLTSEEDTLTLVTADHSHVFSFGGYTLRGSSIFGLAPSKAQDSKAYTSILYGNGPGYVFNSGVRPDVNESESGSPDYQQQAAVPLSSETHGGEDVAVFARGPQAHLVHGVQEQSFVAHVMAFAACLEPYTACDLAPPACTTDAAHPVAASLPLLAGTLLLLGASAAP
MIN6 prolif = induces beta-cell replication in MIN6 cells; MIN6 cells proliferation, ATPlite luminescence, 48 h; cells starved in 0.2% serum; 100% = growth in 10% serum; proliferation, % at 10 µM; 0.29% of 330,000 active; AID 2380;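 active means compounds whose signal lies at least 3.5 SD above the mean of all wells on their plate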;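 further: 0% = DMSO-treated cells in low-serum medium and 100% = 10% serum control; some compounds called inactive have numbers as strong as hits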
mIAP act = increases mouse intestinal alkaline phosphatase activity; 0.24% of 330,000 active; muIAP, CDP-Star luminescence, 30 min; hits give high values; 1 = vehicle-only enzyme signal, 0 = enzyme-free wells; activation factor at 10 µM;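 active means activation factor of at least 2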; further: the source names both 10 and 20 µM as test concentration; values of inactives mirror those of a sister screen read the other way
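System: Mouse IAP enzyme | Also added: CDP-Star substrate | Dosing: Compounds dispensed in DMSO | Schedule: 30 min enzyme-substrate-compound incubation at room temperature | Technique: Chemiluminescence readout | Control set: DMSO-only wells and no-enzyme negative control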
hIAP activ = human IAP activation; P09923; purified human IAP, CDP-Star luminescence, 30 min; hits give high values; 1 = vehicle-only enzyme, 0 = enzyme-free background; activation factor at 10 µM; 0.16% of 330,000 active;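 active means activation factor of the enzyme at least 2-fold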; further: the source names both 10 and 20 µM as test concentration; values of inactives mirror those of a sister screen read the other way
Active calls of the source: *; x = no result given.

SMILES	APOBEC3A inh	APOBEC3G inh	mIAP inh	ATG4B inh	MPTP block	hIAP inh	MIN6 prolif	mIAP act	hIAP activ
CCOc1ccc2nc(N3CCC(C(=O)N4CCC5(CC4)OCCO5)CC3)sc2c1	-4	-4	-15	-15	-2.0	-2	-2	1.2	1
Cc1ccc(N2C(=O)NC(=O)/C(=C\C=C\c3ccco3)C2=O)cc1	78	86	36	-8	1.0	-2	0	0.64	1
CCOc1ccccc1N=C1SCCCN1C	47*	22	8	5	-1.1	23	-2	0.92	0.77
NC(=O)c1ccc(C(=O)Nc2ccc([As](=O)(O)O)cc2)cc1	-7	-8	0	x	x	6	3	1	0.94
COc1ccc(C2=NS(=O)(=O)N(C)C(C(=O)N3CCC4(CC3)OCCO4)=C2)cc1OC	-5	-7	0	-6	1.5	-12	2	1	1.1
O=C(O)C12C3CCCC1C32c1ccccc1 (stereo not given)	-1	-5	5	0	2.1	16	0	0.95	0.84
FC(F)(F)C1=NC(C(F)(F)F)=NP(N2CCOCC2)(N2CCOCC2)=N1	-3	-5	0	0	-0.1	-4	-2	1	1
COC(=O)c1ccc(N2CCN(C)CC2)c([N+](=O)[O-])c1	3	-2	-1	-2	-1.4	4	-1	1	0.96
O=c1[nH]c(=S)n(-c2ccc(F)cc2)c(O)c1/C=N/N1CCOCC1	-5	-9	-2	-8	-3.5	-15	1	1	1.1
O=C(CN1CCN(Cc2cccc(Cl)c2)C1=O)N1CCC2(CC1)OCCO2	-4	-8	7	-10	-2.4	7	1	0.93	0.93
CN1CCCC1C(O)(c1ccccc1)c1ccccc1 (stereo not given)	6	-1	0	2	-2.2	-14	3	1	1.1
Clc1ccccc1CN1CCN(c2ccccc2Cl)CC1	-1	-4	0	46*	0.6	14	2	1	0.86
COC(=O)CN1C(=O)C2(C(C(=O)OC)=C(N)Oc3ccccc32)C2=C1CC(C)(C)CC2=O (stereo not given)	3	-6	3	1	-0.2	15	1	0.97	0.85
O=c1[nH]c(=S)[nH]c(O)c1N=Nc1cccc(S(=O)(=O)N2CCOCC2)c1	4	-3	2	6	-0.4	11	-1	0.98	0.89
CCCCc1nc2ccccc2c(=O)n1-c1ccc(O)cc1	-5	-9	-7	-9	-0.2	-15	0	1.1	1.1
COc1cc([C@H]2OC[C@H]3[C@@H]2CO[C@@H]3c2cc(OC)c(O[C@@H]3O[C@H](CO)[C@@H](O)[C@H](O)[C@H]3O)c(OC)c2)cc(OC)c1O[C@H]1O[C@@H](CO)[C@H](O)[C@@H](O)[C@@H]1O	-3	-6	-5	-6	0.6	4	-2	1.1	0.96
NCCCC(=O)OC1N=C(c2ccccc2Cl)c2cc(Br)ccc2NC1=O (stereo not given)	-4	-9	1	-1	-0.3	7	0	0.99	0.93
COCCNC(=O)Cn1cc(C=C2C(=O)NC(=O)NC2=O)c2ccccc21	-2	-6	18	-7	0.2	9	0	0.81	0.91
COC(=O)C1=C(c2cc3ccccc3o2)C[C@@H]2CC[C@H]1N2C(=O)NCCNC(C)=O	-1	-6	2	-5	-0.5	12	1	0.98	0.88
O=C1CC(N2CCC(n3c(=O)[nH]c4ccccc43)CC2)C(=O)N1Cc1ccccc1 (stereo not given)	7	-7	-5	-11	-1.3	-2	0	1.1	1
Fc1ccc(CCNCc2cccc(Cl)c2)cc1	-1	-5	9	9	3.4	7	0	0.91	0.93
O=C(Nc1ccc(C(F)(F)F)cc1)OC1CN2CCC1CC2 (stereo not given)	-4	-6	2	1	21	-8	1	0.98	1.1
O=S(=O)(c1ccc(Cl)cc1Cl)N1CCCC1c1cccnc1 (stereo not given)	-1	-8	10	-1	1.9	6	3	0.9	0.94
CCOC(=O)Cn1cc(C(=O)c2ccccc2)c2ccccc21	1	-7	-4	-2	0.4	-16	2	1	1.2
Cc1nnc(SCc2nc3ccccc3c(=O)n2-c2ccccc2Cl)n1N	-3	5	4	-2	0.4	-22	-4	0.95	1.2
N=C1c2ccccc2CN1c1ccc(F)c([N+](=O)[O-])c1	-3	-5	-7	0	0.8	-7	-4	1.1	1.1
Cc1nn(Cc2ccccc2)c(Cl)c1C(=O)Nc1ccc(OC(F)(F)F)cc1	-5	-4	-6	24	19	4	0	1.1	0.96
COc1ccc(C(=O)C2CCCN(CCO)C2)c(C)c1 (stereo not given)	1	3	-3	5	1.8	3	-1	1	0.97
COc1cc(CCN)ccc1O	-5	-6	6	3	-0.6	12	0	0.94	0.88
CCN(CC)C(=O)c1ccc(NC(=O)COc2ccc(-c3nn(C)c(=O)c4ccccc34)cc2)cc1	-3	-1	3	-7	-0.1	-2	0	0.97	1
O=C1NC(=O)C(=Cc2ccc(-c3ccc(F)cc3O)o2)C(=O)N1	3	9	38	-5	14	14	-3	0.62	0.85
C=CCn1cc(C=C2C(=O)NC(=O)NC2=O)c2ccccc21	-4	-9	16	-1	0.6	-5	-2	0.84	1.1
C[C@]12CCC3C(CC[C@H]4C[C@H](O)CC[C@]34C)C1C[C@@H](CCCCl)[C@@H]2O (stereo not given in full)	-1	-6	-2	x	2.2	-10	-6	1	1.1
Oc1ccc(Cl)cc1CN1CCN(Cc2ccccc2)CC1	-2	-4	-5	-12	-0.2	-11	1	1.1	1.1
CN1C(=O)C(=Cc2ccc(-c3cccc(Cl)c3)o2)C(=O)N(C)C1=O	-4	-7	8	x	x	14	-3	0.92	0.86
C=CCn1c(O)c(/C(CC)=N/NC(=S)Nc2ccccc2)c(=O)[nH]c1=O	-4	3	6	-4	0.2	1	2	0.94	0.99
COc1cccc(NP(=O)(Oc2ccccc2)Oc2ccccc2)c1	3	1	7	-8	-0.1	14	-1	0.93	0.86
CC12CC[C@H]3[C@@H](CCC4(O)C[C@H](O)CCC34/C=N/NC(=O)Cc3ccccc3)C1(O)CCC2C1=CC(=O)OC1 (stereo not given in full)	2	-4	5	-15	0.5	-24	-1	0.95	1.2
COc1ccc(CCNCc2ccncc2)cc1	-4	-6	1	4	3.9	-11	-1	0.99	1.1
O=C(Cn1ncc2ccccc21)N1CCC2(CC1)OCCO2	2	-2	7	-11	0.2	-1	-3	0.93	1
CC(C)(C)c1ccc(CN2C(=O)CN=C(c3ccccc3)c3ccccc32)cc1	-4	-5	-1	-4	-1.1	2	-6	1	0.98
COc1ccc(C2N3CC(C)(C)CN23)cc1 (stereo not given)	-2	-7	-1	x	x	-5	1	1	1
CC[N+](C)(CC)CCCCOc1ccc2c(c1)C(=O)c1cc(OCCCC[N+](C)(CC)CC)ccc1-2	74	47	-9	-3	2.2	3	-2	1.1	0.97
C=CCn1c(O)c(C(CC)=Nc2ccc(N(C)C)cc2)c(=O)[nH]c1=O	-2	3	0	5	3.9	-2	-4	1	1
COc1ccc(CCNCc2ccc(F)cc2)cc1OC	0	0	5	-12	0.8	18	-1	0.95	0.82
CC(C)CNC(=O)c1c(N)n(Cc2ccc3c(c2)OCO3)c2nc3ccccc3nc12	1	-1	0	-9	2.6	1	-6	0.99	0.99
O=C(CCC(=O)N1CCC2(CC1)OCCO2)Nc1nnc(C2CCCCC2)s1	-3	-3	-6	0	0.3	-14	-1	1.1	1.1
CC(N)Cc1cn(Cc2ccccc2)c2ccccc12 (stereo not given)	-3	-8	6	-3	4.3	-1	-1	0.94	1
COCCCNC(=O)Cn1cc(/C=C2\C(=O)NC(=O)N(c3ccccc3F)C2=O)c2ccccc21	4	7	-3	3	-0.6	-4	-1	1	1
CN(C)C(=O)Oc1ccc(OCc2n(C)c3ccccc3[n+]2C)cc1	28	1	-9	5	-5.1	4	-1	1.1	0.96

In the list so far, 2 contain a nitro group on carbon.
SMILES	APOBEC3A inh	APOBEC3G inh	mIAP inh	ATG4B inh	MPTP block	hIAP inh	MIN6 prolif	mIAP act	hIAP activ
COC(=O)c1ccc(N2CCN(C)CC2)c([N+](=O)[O-])c1	3	-2	-1	-2	-1.4	4	-1	1	0.96
N=C1c2ccccc2CN1c1ccc(F)c([N+](=O)[O-])c1	-3	-5	-7	0	0.8	-7	-4	1.1	1.1

Given with values under each structure: three of the compounds above.
Below each compound – APOBEC3A inh | APOBEC3G inh | mIAP inh | ATG4B inh | MPTP block | hIAP inh | MIN6 prolif | mIAP act | hIAP activ
COc1ccc(CCNCc2ccc(F)cc2)cc1OC
→ 0 | 0 | 5 | -12 | 0.8 | 18 | -1 | 0.95 | 0.82
O=C(CCC(=O)N1CCC2(CC1)OCCO2)Nc1nnc(C2CCCCC2)s1
→ -3 | -3 | -6 | 0 | 0.3 | -14 | -1 | 1.1 | 1.1
CN(C)C(=O)Oc1ccc(OCc2n(C)c3ccccc3[n+]2C)cc1
→ 28 | 1 | -9 | 5 | -5.1 | 4 | -1 | 1.1 | 0.96

(continued)
SMILES	APOBEC3A inh	APOBEC3G inh	mIAP inh	ATG4B inh	MPTP block	hIAP inh	MIN6 prolif	mIAP act	hIAP activ
O=c1cccc2n1CC1CC2CN(c2ncnc3c2cnn3-c2ccccc2)C1 (stereo not given)	4	1	14	-8	-1.2	4	3	0.86	0.96
CCOC(=O)c1c(C)n(Cc2ccccc2)c2ccc(OCC(O)Cn3nc(C)nc3C)cc12 (stereo not given)	0	0	3	-6	-0.8	17	-2	0.97	0.83
Cc1cc(C(=O)Nc2ccccc2)nn1C(C)(C)C	-2	-3	5	4	1.1	14	-3	0.95	0.86
CC1(C)C2CC=C(CN3CCOCC3)C1C2 (stereo not given)	-5	-2	-6	26	-0.7	-16	-2	1.1	1.2
CCCOC(=O)C1C2c3ccccc3C(c3ccccc32)C1C(=O)O (stereo not given)	3	-3	6	7	1.6	-4	-3	0.94	1
CCOC(=O)c1c(N)n(Cc2ccco2)c2nc3ccccc3nc12	3	-7	-1	-4	2.2	3	0	1	0.97
Cn1c(O)c(/C=C/C=Nc2ccccc2)c(=O)n(C)c1=S	-1	-3	14	9	3.9	-11	1	0.86	1.1
COc1cc(C(=O)N/N=C/C23CC[C@@H](O)CC2(O)CC[C@@H]2[C@@H]3CCC3(C)C(C4=CC(=O)OC4)CCC23O)ccc1O (stereo not given in full)	-5	-5	-6	1	0.8	-18	1	1.1	1.2
CC(=O)Nc1ccc(OCCF)cc1	-4	-3	1	4	-0.6	-1	-2	0.99	1
C=C[C@H]1CN2CC[C@H]1C[C@@H]2[C@@H](O)c1ccnc2ccccc12	1	1	-4	6	-0.6	15	-3	1	0.85
Brc1ccccc1CNCCc1ccc2c(c1)OCO2	-1	-3	9	1	0.6	-12	5	0.91	1.1
C=C[C@@]12CN(C)[C@H]3[C@H]1[C@@]1(C(=O)Nc4ccccc41)C1CC2[C@@H]3CO1	2	-2	0	8	-1.2	15	-4	1	0.85
COc1ccc(Br)cc1CNCCc1ccc2c(c1)OCO2	4	7	4	-2	2.0	-15	-3	0.96	1.2
CCC(=NCC1CCCO1)c1c(O)n(-c2ccccc2C)c(=O)[nH]c1=O (stereo not given)	-2	-9	-5	-1	1.0	-8	0	1.1	1.1
CC(=NCc1cccnc1)c1c(O)n(-c2ccc(C)cc2)c(=O)[nH]c1=O	-2	-3	4	-4	-0.8	16	-4	0.96	0.84
Cc1ccc(N2C(=O)NC(=O)/C(=C\c3cnc(-c4ccccc4)nc3)C2=O)cc1	2	-4	8	-4	-0.8	9	0	0.92	0.91
Cn1cc(C(=O)N2CCCCC2)c2ccccc21	-11	-8	1	-14	-1.2	-10	-3	0.99	1.1

This is a subset; count on the stated rates, not on these rows.
